# Pin1 inhibitor: blocks the human prolyl isomerase Pin1 | Q13526 | Pin1 FP peptide displacement, HiFluor488, 10 min | Potency, µM (series often up to 115 µM), for the others: top-dose activity, negative = inhibition, most hits filed as inhibitors | 390,000 compounds, 0.009% hits; active means well fitted inhibition curve with a large enough effect in the polarisation, with a control signal flat, not every such curve was filed as active; inconclusive means small, poorly fitted or top-dose-only effect, or effect the other way, or a change in a side signal; inactive means no such curve, though single readings can be large or run the other way; the % refers to the polarisation; further: potency means the concentration at half of the fitted maximal effect; on the % scale 0 is the no-effect control and ±100 the full control effect
# Target sequence (Q13526 whole entry, looked up): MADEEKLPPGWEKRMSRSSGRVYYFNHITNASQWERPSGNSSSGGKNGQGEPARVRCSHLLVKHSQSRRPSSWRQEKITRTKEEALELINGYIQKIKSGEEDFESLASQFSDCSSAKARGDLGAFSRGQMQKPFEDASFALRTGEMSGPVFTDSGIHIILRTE
# HP1b chromo inh: blocks HP1-beta chromodomain binding to methylated histone tails | AlphaScreen HP1-beta / biotin-H3K9me3 peptide binding | AID 540317 | P83916 | Potency, µM (series often up to 114 µM), for the others: at the highest dose activity change, negative = inhibition, most hits filed as inhibitors | 390,000 compounds, 0.56% hits; further: potency means the concentration at half of the fitted maximal effect; nearly all actives have a fitted effect of over 70% in size; inactives centre near 23
# Target sequence (P83916 whole entry, looked up): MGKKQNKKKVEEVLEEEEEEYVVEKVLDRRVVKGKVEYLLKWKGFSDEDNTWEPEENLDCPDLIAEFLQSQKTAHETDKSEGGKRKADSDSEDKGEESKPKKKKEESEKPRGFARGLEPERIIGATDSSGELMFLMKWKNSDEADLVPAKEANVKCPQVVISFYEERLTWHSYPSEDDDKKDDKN
#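 HP1-beta protein (50 nM final) preincubated 30 min at room temperature with biotinylated H3(1-18)K9me3 peptide (50 nM) in PBS pH 7.4, 0.01% Tween-20, then compound added for 30 min. AlphaScreen streptavidin donor/nickel chelate acceptor beads (10 ug/mL final), 30 min dark, luminescence read.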
# GLS inh: blocks human kidney-isoform glutaminase activity | O94925 | GLS enzymatic activity, qHTS titration | Potency, µM (titrated, usually from 45.5 µM), without a hit: at the top dose activity change, negative = inhibition, hits mostly inhibitors | 410,000 compounds, 0.21% hits | AID 624170; further: potency means the concentration at half of the fitted maximal effect; on the % scale 0 is the no-effect control and ±100 the full control effect
#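 Coupled fluorescence readout: glutamate oxidase/HRP/Amplex Red detect glutamate formed by hKGA from L-glutamine (1 mM solution added). Buffer 45 mM KH2PO4 pH 8.2, 0.02% Tween-20; reads at t0 and 30 min RT.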
# TrxR1 substrate: is turned over as a substrate by rat TrxR1. O89049. Potency, µM (highest dose often 114 µM), inactives show top-dose activity change, negative = substrate turnover. purified TrxR1 substrate turnover, NADPH consumption readout. AID 588456. 390,000 compounds, 0.01% hits; further: potency means the concentration at half of the fitted maximal effect; on the % scale 0 is the no-effect control and ±100 the full control effect; nearly all actives have a fitted effect of over 50% in size
# Target sequence (O89049 whole entry, looked up): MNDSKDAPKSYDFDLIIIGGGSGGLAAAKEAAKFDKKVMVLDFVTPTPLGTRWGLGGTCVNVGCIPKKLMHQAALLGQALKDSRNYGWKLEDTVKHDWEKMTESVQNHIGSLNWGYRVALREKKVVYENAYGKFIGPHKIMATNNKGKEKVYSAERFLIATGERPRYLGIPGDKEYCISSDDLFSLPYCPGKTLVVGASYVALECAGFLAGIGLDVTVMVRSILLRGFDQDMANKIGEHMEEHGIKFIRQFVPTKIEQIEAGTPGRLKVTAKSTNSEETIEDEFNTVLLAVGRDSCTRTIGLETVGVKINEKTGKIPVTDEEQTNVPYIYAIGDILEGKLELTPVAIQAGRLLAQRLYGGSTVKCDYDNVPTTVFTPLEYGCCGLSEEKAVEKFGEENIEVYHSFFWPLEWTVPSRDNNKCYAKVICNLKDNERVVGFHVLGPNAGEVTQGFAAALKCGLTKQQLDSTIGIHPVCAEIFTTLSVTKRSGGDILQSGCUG
#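 Rat TrxR1, dispensed at 90 nM, was prereduced with 400 uM NADPH (final) for 5 min at ~22 deg C, then incubated with compound 15 min before 400 uM selenite. A first-read NADPH fluorescence drop versus no-compound background flagged substrates.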
# USP1-UAF1 inh: blocks the human USP1/UAF1 deubiquitinase complex. O94782. recombinant USP1/UAF1, Ub-Rhodamine cleavage fluorescence. Potency, µM (doses to about 57.1 µM), for inactives: at the highest dose activity change, negative = inhibition, actives largely listed as inhibitors. 390,000 compounds, 0.23% hits; further: potency means the concentration at half of the fitted maximal effect; on the % scale 0 is the no-effect control and ±100 the full control effect; nearly all actives have a fitted effect of over 60% in size; inactives centre near -12
#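 In this screen, compounds sit with the deubiquitinase complex (1nM) for 15 min at room temperature before Ub-Rho is added at 150nM final. Fluorescence rise is then followed for 6 reads every 60 seconds.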
# mIDH1 inhibitor: inhibitors of human mutant IDH1 R132H; O75874; IDH1-R132H enzyme, NADPH consumption, diaphorase/resazurin fluorescence; Potency, µM (highest dose often 76.6 µM), for inactives: at the highest dose activity change, negative = inhibition, actives largely listed as inhibitors; 390,000 compounds, 0.093% hits; AID 602179; further: potency means the concentration at half of the fitted maximal effect; on the % scale 0 is the no-effect control and ±100 the full control effect; nearly all actives have a fitted effect of over 65% in size
#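 IDH1-R132H (0.5 ug/mL) preincubated 30 min with compound, then NADPH (0.016 mM) and alpha-KG (2 mM) added; 80 min at RT, pH 7.5. Remaining NADPH coupled via diaphorase/resazurin to fluorescence (540/590 nm); concentration-response curves normalized to no-enzyme control.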
# rTrxR1 inhibitor: inhibitors of rat thioredoxin reductase 1 | O89049 | recombinant rTrxR1, NADPH fluorescence consumption, selenite substrate | Potency, µM (titrated, usually from 114 µM), for inactives: at the highest dose activity change, negative = inhibition, usual class: inhibitors | 390,000 compounds, 1% hits | AID 588453; further: potency means the concentration at half of the fitted maximal effect; on the % scale 0 is the no-effect control and ±100 the full control effect; nearly all actives have a fitted effect of over 65% in size
#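 Rat TrxR1 (90 nM in the dispensed reagent) was pre-reduced with 400 uM NADPH for 5 min at room temperature, then incubated with compound for 15 min. After 400 uM selenite was added, NADPH fluorescence (Ex 340/Em 450 nm) was followed for 8 min.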
# PGK inhibitor: inhibitors of T. brucei phosphoglycerate kinase | P07378 | PGK/GAPDH coupled, Kinase-Glo luminescence, 60 min | Potency, µM (doses to about 57.5 µM), inactives show top-dose activity change, negative = inhibition, most hits filed as inhibitors | 380,000 compounds, 0.043% hits | AID 602233; further: potency means the concentration at half of the fitted maximal effect; on the % scale 0 is the no-effect control and ±100 the full control effect; nearly all actives have a fitted effect of over 60% in size
#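 Recombinant glycosomal PGK reaction used 1,3-bisphosphoglycerate generated in-well by GAPDH (100nM final) in 100mM TEA pH 7.6, 5mM MgCl2, 0.01% Tween-20. After 60 minutes at room temperature, ATP was read by Kinase-Glo Plus luminescence end-point.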
# PI4K2A block: PI4K2A (human) kinase inhibition; Q9BTU6; purified PI4K2A, ADP-Glo luminescence, 1 h; hits give low values; activity change, negative = inhibition, % at 76.9 µM; 420,000 compounds, 0.13% hits; in the data active means activity change below about -50%; inconclusive means mostly about -30% to -49%;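 further: -100% = wells without enzyme as full effect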
#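 ADP-Glo luminescence measured ADP generated by PI4K2A enzyme (4 ug/mL before mixing) with 1.2 mM PI substrate (pre-mix) and 300 microM ATP (pre-mix). Tris pH7.5 buffer with MgCl2, Triton X-100; 1 h reaction at ambient temperature.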
# An asterisk follows results filed as active; i = inactive; u = inconclusive; x = not tested or not shown; & = joins results of further samples; [ ] = remark or other dose. Unless noted, the call rests on the fitted dose curve; in most records, active means well fitted curve in the direction sought with a large enough effect; inconclusive means small, poorly fitted or top-dose-only effect, or another doubt; inactive means no such curve, though single readings can be large; an effect the other way counts as inactive or inconclusive. These rows are one share of the data (hit frequency here may not be typical).
Structure | Pin1 inhibitor | HP1b chromo inh | GLS inh | TrxR1 substrate | USP1-UAF1 inh | mIDH1 inhibitor | rTrxR1 inhibitor | PGK inhibitor | PI4K2A block
Cc1noc(C)c1COc1cccc(C(=O)OC(C)C(=O)Nc2ccc3c(c2)OCO3)c1 (stereo unspecified) | 0% | 23% | 5% | 7% | -16% | 1% | 26% | -1% | 5
CCCCn1c(N)c(N(CC(C)C)C(=O)c2c(-c3ccccc3)noc2C)c(=O)[nH]c1=O | 15% | 20% | -7% | 3% | -16% | -6% | 9% | -1% | 6
COc1ccccc1-n1c(SCC(=O)O)nc2c(sc(=S)n2-c2ccc(Cl)c(C)c2)c1=O | 2% | 30% | 7% | -5% | -19% | 20% | 2% | x | 0
COc1ccccc1CNC(=O)CN1CCC(NC(=O)c2ccccc2F)CC1 | -4% | 21% | 4% | -5% | -18% | 4% | -8% | -7% | 0
COc1ccc(S(=O)(=O)CC(=O)c2cc3cccc(C)c3oc2=O)cc1 | u | 28% | -1% | -4% | -23% | 16% | u | i | u
COc1ccc(NC(=O)C2=CC(c3ccco3)=NS(=O)(=O)N2C)cc1 | -2%&-6% | 50%&24%[activator] | -2%&1% | -6%[57.1 µM] | -1%&0% | 3%&-15% | -3%[57.1 µM] | 10%&8% | 0&2
COc1ccc(C2=NOC(Cn3nc(-c4ccccc4C)cc3C(=O)O)C2)cc1 (stereo unspecified) | 0% | 28% | 9% | 4% | -18% | 2% | 16% | 7% | 4
O=C1CCC([N+](=O)[O-])C(c2ccc(Cl)cc2Cl)N1 (stereo unspecified) | -8% | 8% | -11% | 6%[57.1 µM] | -3% | -5% | -5%[57.1 µM] | -2% | 8
O=C(CSc1nc(C(F)(F)F)cc(=O)[nH]1)N1CCCCCC1 | -4% | 32% | -6% | 0% | -10% | 2% | 12% | -4% | 0
Cc1ccc(C)c(N2N=C(C(=O)Nc3ccccc3N3CCOCC3)CCC2=O)c1 | -9% | -3% | 1% | -7% | -19% | -2% | -2% | -15% | -4
CCC(=O)N1CCN(c2ccc(Cl)cc2NC(=O)Cc2ccccc2)CC1 | -2% | 55%[activator] | -5% | 6%[57.1 µM] | -21% | -3% | 25%[57.1 µM] | -9% | -7
Fc1cccc(CCN2CCNC[C@@H]2c2ccccc2)c1 | 5% | 14% | 3% | 10%[57.1 µM] | -12% | 1% | -10% | 10% | -1
Cc1cc(OCc2cc(C(=O)N(C)C3CCOCC3)no2)cc(C)c1Cl | -3% | 35%[activator] | 10% | -9% | -1% | 5% | -1% | 0% | 3
COc1ccc(C(=O)OCC(=O)NCc2ccc3c(c2)OCO3)cc1[N+](=O)[O-] | 0% | 18% | 0% | -3% | -21% | -3% | -5% | -10% | 4
CC1CCN(S(=O)(=O)c2ccc3c(c2)oc(=O)n3CC(=O)N2CCCCC2)CC1 | -1% | 35% | 2% | -8% | -4% | 26% | -6% | 9% | -4

# The list continues.
Structure | Pin1 inhibitor | HP1b chromo inh | GLS inh | TrxR1 substrate | USP1-UAF1 inh | mIDH1 inhibitor | rTrxR1 inhibitor | PGK inhibitor | PI4K2A block
COc1cccc(/C=C/c2nc(C#N)c(N3CCCCCC3)o2)c1 | -1% | u | 0% | 351%[activator] | -18% | -5% | 81%[activator] | 9% | -1
CCCCCOC(=O)C1=C(C)Nc2nnnn2C1c1ccc(OC)c(OC)c1OC (stereo unspecified) | -3% | 21% | 2% | -2% | -17% | 10% | 2% | 6% | 2
Cc1ccc(CCNC(=O)c2ccc(CS(=O)(=O)Cc3cccc(C)c3)o2)cc1 | 1% | 46%[activator] | 1% | 2%[57.1 µM] | -12% | 9% | 4%[57.1 µM] | -7% | -1
COc1ccc(C(=O)OCC(=O)NCCc2ccc(F)cc2)cc1S(=O)(=O)N1CCOCC1 | -1% | 45%[activator] | 9% | -9% | -11% | 8% | -10% | -5% | 1
O=C(N/N=C/c1ccc2nccnc2c1)c1cccc([N+](=O)[O-])c1 | -3% | 18% | 0% | 5%[57.1 µM] | -11% | 2% | 19%[57.1 µM] | -8% | -22
Cc1nc2ncnn2c(C)c1CCC(=O)N1CCN(c2ccc(F)cc2)CC1 | 3% | 12% | 4% | 8% | -12% | -14% | 43%[activator] | i | 4
COc1ccc2c(c1)c(=O)c(C(=O)c1ccccc1)cn2CC(=O)Nc1ccc2c(c1)OCCO2 | 6% | 14% | 0% | -4% | -26% | -13% | 6% | -1% | 2
O=C(NCc1ccco1)C1CCCN1C(=O)Nc1ccccc1 (stereo unspecified) | -7% | 33% | 3% | 4% | -19% | -1% | 22% | -6% | 2
O=S(=O)(NCCc1nnc2ccc(SCc3ccc(Cl)cc3Cl)nn12)c1ccccc1 | -2% | 33% | 0% | 3% | -17% | u | 16% | i | 2
Fc1cccc(CSc2ccc(-c3ccco3)nn2)c1 | -7% | 32% | 3% | 3% | -12% | 3% | u | 0% | 5
COc1ccc(CCNC(=O)c2ccccc2OCc2c(C)noc2C)cc1 | -1% | 19% | 21% | -17% | -1% | 4% | -11% | -5% | 5
CCn1c(COc2ccccc2OC)nnc1SCC#N | -6% | 33% | -1% | 1% | -17% | 3% | 2% | 2% | 3
COc1ccc(S(=O)(=O)Nc2ccncc2)c(C)c1C | 41%[activator] | 38% | -10% | -3%[57.1 µM] | -15% | 14% | 19%[57.1 µM] | -4% | -5
CCN1CCN(c2ccc(S(=O)(=O)N3CCCCC3)cc2NC(=O)/C=C/c2cccc(OC)c2OC)CC1 | 3% | -22% | 0% | 0% | -12% | -3% | 12% | 6% | 0
Cc1cccc(C(=O)Oc2c(Sc3ccccc3)c(C)nn2C(C)(C)C)c1 | -6% | 71%[activator] | 0% | 5%[2.29 µM] | -15% | -16% | 34% | -7% | 2

# Random excerpt: 2 records from the list
Structure | Pin1 inhibitor | HP1b chromo inh | GLS inh | TrxR1 substrate | USP1-UAF1 inh | mIDH1 inhibitor | rTrxR1 inhibitor | PGK inhibitor | PI4K2A block
COc1ccc(C2=NOC(Cn3nc(-c4ccccc4C)cc3C(=O)O)C2)cc1 (stereo unspecified) | 0% | 28% | 9% | 4% | -18% | 2% | 16% | 7% | 4
COc1ccccc1CNC(=O)CN1CCC(NC(=O)c2ccccc2F)CC1 | -4% | 21% | 4% | -5% | -18% | 4% | -8% | -7% | 0

# Further entries.
Structure | Pin1 inhibitor | HP1b chromo inh | GLS inh | TrxR1 substrate | USP1-UAF1 inh | mIDH1 inhibitor | rTrxR1 inhibitor | PGK inhibitor | PI4K2A block
CCCCNC(=O)c1c(-c2ccccc2)c(-c2ccccc2)nn(C)c1=O | -7% | 24% | 4% | 9% | 7% | -13% | 14% | 0% | 1
Cc1nnc(SCCC(C)C)[nH]c1=O | -2% | 83%[activator] | -10% | 5%[57.1 µM] | -10% | 1% | 12%[57.1 µM] | -10% | 3
COc1ccc(-n2c(SCC(=O)Nc3ccc(NC(C)=O)cc3)nc3ccccc3c2=O)cc1 | 5% | 36% | -1% | 1% | -22% | 0% | 0% | -8% | 2
CCOC(=O)c1[nH]c2ccccc2c1NC(=O)COC | -6% | 44%[activator] | 4% | 18% | -21% | -5% | -7% | 3% | -4
Cc1ccc(Sc2ncccc2C(=O)O)c(C)c1 | -2% | 23% | 11% | -6% | -3% | 5% | -3% | -1% | -1
CC1CN(C(=O)c2cccc(S(=O)(=O)Nc3cc(Cl)ccc3Cl)c2)CC(C)O1 (stereo unspecified) | 2% | 21% | -18% | 10% | -22% | -2% | 15%[57.1 µM] | 1% | -3
CCOC(=O)[C@H]1[C@H]2COc3ccc(C)cc3[C@@H]2N2C(=O)c3cc(Br)ccc3NC(=O)[C@@]12C | -1% | 23% | -1% | -2% | -26% | -13% | 8% | -5% | -4
CC(C)(O)C(=O)NNC(=S)Nc1cccc(C(F)(F)F)c1 | 5% | 29% | 0% | 5% | -20% | 10% | -2% | -8% | 6
COc1ccc(CNC(=O)[C@H](CCSC)NC(=O)N2CCn3c2nc2ccccc23)cc1 | -10% | 46%[activator] | 3% | 5%[57.1 µM] | -21% | -3% | 19%[57.1 µM] | -7% | 1
COc1cc(C(=O)N(Cc2cc3ccccc3[nH]c2=O)CC2CCCO2)cc(OC)c1OC (stereo unspecified) | -11% | 23% | 2% | 0% | 3% | -4% | 14% | -3% | -4
Cn1nc(C(C)(C)C)cc1C(=O)NCc1ccc2c(c1)OCO2 | 0% | 29% | 1% | -6% | -2% | -9% | -7% | 6% | 5
CCc1ccc(N2C(=O)CC(N3CCN(Cc4ccc5c(c4)OCO5)CC3)C2=O)cc1 (stereo unspecified) | -9% | 46%[activator] | -11% | -2% | -25% | 0% | 16% | 4% | 2
COc1ccc(-c2cc(C(F)(F)F)n3nc(C(=O)N4CCCCC4)cc3n2)cc1 | 0% | 109%[activator] | -1% | 36% | -11% | 6% | 5% | x | -1
CCN(CC)S(=O)(=O)c1ccc(NCCc2ccccn2)nc1 | -10% | 9% | 2% | 5% | -5% | -4% | 16% | 5% | 11
COCCCN1C(=O)c2[nH]nc(-c3cc(C)cc(C)c3O)c2C1c1ccc(O)c(OC)c1 (stereo unspecified) | -3% | -4% | 15% | -3% | -8% | 3% | 11% | -5% | -4
COc1ccc(-c2csc(NC(=O)C3CCCO3)n2)cc1 (stereo unspecified) | -1% | 13% | -1% | 8% | -13% | 9% | 22% | -7% | -2
